# Cardio protect: protects H9c2 cardiomyocytes from peroxide injury. H2O2 injury protection, ATPLite, 2 h. protection from H2O2 cell death, % at 20 µM. actives 0.63% (n = 360,000). AID 588492;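 active = compounds giving at least 50% protection of heart cells from peroxide-induced death in the single-dose screen, raw or plate-pattern-corrected value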;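 note: 0% = DMSO wells with peroxide and 100% = DMSO wells without peroxide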
# MC4R barr agon: activates human MC4R beta-arrestin recruitment; activation, % at 8.9 µM; AID 540308; U2OS MC4R beta-arrestin complementation, luminescence; percent of melanotan II response, DMSO zero; actives 0.98% (n = 360,000);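 active = activation above a per-plate cutoff, the mean activation of sample wells on that plate plus 3 SD, cut at about 8% in these data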
# N-glyco inh: N-linked glycosylation inhibition; D54 ERlucT glycosylation luciferase reporter, 24 h; percent of 100 nM tunicamycin response; reporter increase, % at 12.5 µM; actives 0.23% (n = 360,000);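 active = mean luciferase reporter signal, scaled so untreated is 0 and the glycosylation-blocking control 100, at or above a set limit in every replicate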;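 note: luciferase carries N-glycosylation sites so blocking glycosylation raises the light; 0% = median of neutral control wells and 100% = median of 100 nM tunicamycin wells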
# m5-HT2A agonist: activates the mouse 5-HT2A serotonin receptor. P35363. CHO-K1 mHTR2A beta-arrestin complementation, luminescence; percent of 30 µM serotonin response. activation, % at 7.6 µM. actives 0.66% (n = 360,000);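 active = activation above a run cutoff, the mean activation of all tested compounds plus 3 SD, cut at about 14% in these data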;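 note: 0% = plate median of compound wells and 100% = 30 µM serotonin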
# Vif inh: inhibitors of HIV Vif; HEK293T cells, Vif self-association by quenched fluorescence, imaging, 24 h; inhibition, % at 7.49 µM; actives 0.35% (n = 340,000); in the data active = inhibition above about 50%, passing the limit was not always enough; note: some results filed as inactive read as strong as hits
# CaV13 ICDI inh: Primary screen for inhibitors of IQ motif and Ca2+-dependent inactivation inhibitor domain binding in CACNA1D, Förster resonance energy transfer in living cells, …; HEK cells, CFP/YFP FRET ICDI-IQ, plate reader, 10 min; percent FRET-ratio fall versus neutral wells; inhibition, % at 12.3 µM; actives 0.098% (n = 340,000); AID 743397;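 active = mean replicate inhibition of at least 30% and at least 1% of replicates passing that level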;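 note: 0% = median of the neutral control wells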
# ABCB6 inh MLPCN: inhibitors of human ABC transporter ABCB6. Q9NP58. K562-ABCB6 porphyrin accumulation, flow cytometry, 1 h; stronger effect = lower value. fluorescence ratio to DMSO, % at 10 µM. actives 0.19% (n = 360,000). AID 602162;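 active = fluorescence ratio to DMSO below 75%, the collection mean minus 3 SD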;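 note: signal is porphyrin accumulated inside mitochondria; 100% equals median channel fluorescence of DMSO control wells; lower ratio means ABCB6 inhibition with less porphyrin fluorescence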
# Target sequence (Q9NP58 whole entry, looked up): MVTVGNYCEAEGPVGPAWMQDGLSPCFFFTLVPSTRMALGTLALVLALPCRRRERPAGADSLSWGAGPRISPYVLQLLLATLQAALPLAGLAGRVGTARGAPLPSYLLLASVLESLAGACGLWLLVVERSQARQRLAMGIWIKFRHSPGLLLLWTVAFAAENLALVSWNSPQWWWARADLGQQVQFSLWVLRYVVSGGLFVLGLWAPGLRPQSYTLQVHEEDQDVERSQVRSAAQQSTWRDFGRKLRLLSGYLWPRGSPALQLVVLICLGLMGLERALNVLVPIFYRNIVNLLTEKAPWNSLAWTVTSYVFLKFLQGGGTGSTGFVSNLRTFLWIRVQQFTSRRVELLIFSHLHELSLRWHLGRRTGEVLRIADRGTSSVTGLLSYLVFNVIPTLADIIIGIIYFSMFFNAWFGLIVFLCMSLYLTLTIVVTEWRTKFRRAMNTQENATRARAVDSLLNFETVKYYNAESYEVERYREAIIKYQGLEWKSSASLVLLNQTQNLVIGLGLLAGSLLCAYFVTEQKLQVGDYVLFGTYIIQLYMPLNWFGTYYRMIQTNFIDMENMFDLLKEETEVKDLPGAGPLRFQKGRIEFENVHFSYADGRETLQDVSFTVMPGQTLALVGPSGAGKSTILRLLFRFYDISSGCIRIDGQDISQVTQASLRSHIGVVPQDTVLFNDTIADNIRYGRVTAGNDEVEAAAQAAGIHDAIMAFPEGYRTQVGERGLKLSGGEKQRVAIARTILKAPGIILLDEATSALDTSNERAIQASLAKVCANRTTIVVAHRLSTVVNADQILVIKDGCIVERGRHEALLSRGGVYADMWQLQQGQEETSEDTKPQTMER
# aDG glyco up: alpha-DG glycosylation activation; Pro5-aDG cells, alpha-DG glycosylation AlphaScreen (IIH6); 0% Pro5, 100% B10-LARGE cell signal; activation, % at 10 µM; actives 0.22% (n = 360,000);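 active = activation of at least 8% versus controls, or a plate z-score of at least 8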;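 note: Pro5 are CHO cells carrying HIG-tagged alpha-DG that lacks glycosylation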
# MC4R antagonist: human MC4R antagonism in cAMP assay; P32245; MC4R-expressing cells, MTII-stimulated cAMP, LANCE TR-FRET; inhibition, % at 6.5 µM; actives 0.48% (n = 360,000); AID 540295;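 active = inhibition above its plate's cutoff, the mean of tested wells on that plate plus 3 SD, cut at about 29% in these data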;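 note: 0% = Melanotan II alone and 100% = Melanotan II plus saturating MCL0020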
#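 Assay system: human MC4R-expressing U2OS cells; reagent: Melanotan II stimulation of cells; dosing: 6.5 µM single dose; timing: compound 30 min, challenge 1 h, detection 1 h; signal: TR-FRET cAMP assay; replicates: one well per compound, no replicates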
# PDI inh: PDI (human) enzyme inhibition; inhibition, % at 10 µM; PDI insulin aggregation turbidity, A650, 90 min; AID 588391; P07237; actives 0.052% (n = 350,000);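 active = mean inhibition across replicates of 30% or more, whatever share of single replicates reach that level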;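 note: absorbance from insulin aggregation driven by PDI reduction with DTT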
# * marks the source's active call; other numbers are inactive results; / = not tested or not shown.
SMILES,Cardio protect,MC4R barr agon,N-glyco inh,m5-HT2A agonist,Vif inh,CaV13 ICDI inh,ABCB6 inh MLPCN,aDG glyco up,MC4R antagonist,PDI inh
C/C(=N\NC(=O)c1nnn(-c2nonc2N)c1-c1ccccc1)c1ccco1,16,-3.4,0,-3,14,/,100,-0.3,5,-3
CSCCC(NC(=O)c1c(C)oc2c1CCCC2)C(=O)O (stereo not drawn),0,-1.6,2,-3,3,-5,100,-0.3,12,2
O=S(=O)(CC=CCS(=O)(=O)c1ccccc1)c1ccccc1,5,-0.8,0,-1,0,-11,91,-0.3,0,-16
Cc1ccc(CNc2cnccn2)s1,-2,-1.1,0,-5,-5,-4,100,0.1,14,1
CCCCN(C(=O)c1ccc(OC)c([N+](=O)[O-])c1)c1c(N)n(CCC)c(=O)[nH]c1=O,0,-0.6,0,-4,-6,-3,97,0.0,1,-3
COc1ccc(C(=O)NCC(=O)NCC2(N(C)C)CCCCC2)cc1OC,2,1.6,1,0,-4,-4,94,0.0,10,-1
CCOC(=O)CN1C(=O)N[C@@H](c2cccc(C(F)(F)F)c2)C(C(=O)OC)=C1C,1,-0.6,1,-1,5,-10,94,0.1,2,-2
CCOC(=O)Cc1csc(CC(N)=O)n1,7,0.3,0,0,-15,-15,101,-0.2,10,2
C/C=C/C(=O)NCCc1ccc(OC)c(OC)c1,-3,-2.4,-1,3,-3,4,95,-0.1,-7,4
O=C(Nc1ccc(Cl)cc1)N1CCN(c2ccc3nnc(-c4ccc(F)cc4)n3n2)CC1,53*,-0.4,100*,-2,-5,-3,101,1.4,14,13
COc1ccc(CN(C)C(=O)Cc2c[nH]c3ccccc23)c(OC)c1OC,2,1.2,1,3,14,-4,100,-0.2,16,4
Cc1[nH]c(=O)[nH]c(=O)c1S(=O)(=O)N1CCCc2ccccc21,4,-2.7,1,14,3,-7,104,-0.4,-2,-2
c1ccc(CCCc2nc(-c3cccnc3)no2)cc1,-6,0.0,0,-2,-5,-4,96,-0.1,11,-2
COc1ccc2cc(C(=O)N3CCN(c4cccc(C)c4C)CC3)[nH]c2c1,-7,3.2,-2,1,-4,-18,98,0.2,-5,2
CC1=C(C#N)CCC(=O)N1Cc1c(F)cccc1Cl,9,-0.4,-1,-1,2,-5,102,-0.2,4,4
O=C(Nc1ccc(Cl)c(S(=O)(=O)N2CCOCC2)c1)c1ccncc1,3,-0.4,3,10,-18,-6,101,-0.4,-2,6
CC1CCN(C(=O)COC(=O)c2ccc3c(c2)C(=O)N(Cc2ccco2)C3=O)CC1,-3,-2.2,0,-1,3,-5,97,-0.4,-2,-1
COc1ccc(-c2nnc(SCC(=O)N/N=C/c3ccccc3C(=O)O)n2-c2ccccc2)cc1,8,1.0,-1,2,4,-2,97,0.3,-9,-6
C[C@@H]1CN(S(=O)C(C)(C)C)[C@@H](CCO)/C1=C\CCO (stereo partly drawn),2,1.5,2,10,3,-4,98,-0.2,3,2
COc1ccc(/C=N/NC(=O)c2ccc(Cl)cc2)cc1COC(C)=O,15,-3.1,2,-3,3,-5,94,-0.1,6,-38
Cc1cc(C(=O)CSc2n[nH]c(N)n2)c(C)n1-c1cccc(F)c1,-3,0.2,-3,1,-16,-10,97,0.0,2,21
COc1ccc(N(CC(=O)NC2CC3CCC2C3)S(=O)(=O)c2ccc(C)cc2)cc1OC (stereo not drawn),1,1.0,-2,-6,2,-3,95,0.0,6,9
Clc1ccc(-c2noc(/C=C/c3ccccc3)n2)cc1,-5,-1.6,1,0,0,0,98,-0.2,2,8
CCOCCCNC(=O)C(NC(=O)c1ccc(NC(C)=O)cc1)c1ccccc1 (stereo not drawn),1,-3.4,1,-2,/,-3,102,0.1,13,-9
O=C(NCc1n[nH]c(=S)n1-c1ccc(Cl)c(Cl)c1)c1ccco1,-2,-2.7,2,12,-3,-9,100,0.3,4,5

# (listing goes on)
SMILES,Cardio protect,MC4R barr agon,N-glyco inh,m5-HT2A agonist,Vif inh,CaV13 ICDI inh,ABCB6 inh MLPCN,aDG glyco up,MC4R antagonist,PDI inh
Cc1ccc(-c2ccc(CN3C(CC(C)C)C(=O)N(Cc4cn(CCC5OCCO5)nn4)CCS3(=O)=O)cc2)cc1 (stereo not drawn),27,-2.0,6,4,-5,-10,95,0.2,4,22
C#CCOc1ccc2c3c(c(=O)oc2c1)CCCC3,-7,-1.4,2,-1,-4,-3,102,0.0,2,-3
Cc1ccc(CC(=O)NCCCn2ccnc2)cc1,2,2.0,-1,1,11,-2,101,-0.1,16,4
C#CCOCCOCCOCCNc1nc(N2CCN(C(=O)CCCCCCCCCCNC(=O)[C@H](CO)n3cc(CCCSC)nn3)CC2)nc(N2CCN(C(=O)CCCCCCCCCCNC(=O)[C@H](CO)n3cc(CCCSC)nn3)CC2)n1,1,-3.0,3,2,-1,-7,74*,-0.2,7,-6
COc1cc(NC(=O)C2C3CCC(O3)C2C(=O)O)cc(OC)c1 (stereo not drawn),6,1.3,1,3,-2,-22,100,0.1,25,7
Cc1nc(CC(=O)Nc2nc(-c3ccccc3)cs2)cs1,-6,-2.6,-2,-3,-8,-4,98,-0.2,1,-5
Cc1ccc(OCCCC(=O)Nc2nccs2)cc1,-2,-1.4,3,0,/,/,92,-0.1,-1,-5
CCOC(=O)[C@H]1[C@H]2COc3ccccc3[C@@H]2N2C(=O)c3cc(F)c(F)cc3NC(=O)[C@@]12C,13,-1.6,-1,15*,6,-9,95,0.0,3,-3
Cc1ccc(CN2CC(C(=O)OCc3ccccc3Cl)CC2=O)cc1 (stereo not drawn),1,-1.2,-2,5,0,-4,101,0.0,13,8
CC(=O)Nc1ccc(S(=O)(=O)N2CCN(C(=O)N3CCOCC3)CC2)cc1,-6,-1.1,2,3,3,-5,102,-0.1,-3,-5
O=C(N/N=C\c1ccc(Cl)cc1Cl)c1sccc1-n1cccc1,0,2.0,-1,0,3,-3,96,-0.1,-2,-14
CNS(=O)(=O)c1cc(NC(=O)c2cccc3cccnc23)ccc1C,7,-2.5,4,-1,-10,-4,99,0.1,-6,-6
Cc1ccc(-c2nc3c(Cl)cc(C(F)(F)F)cn3c2Cc2ccccc2)cc1,0,/,-4,0,/,-10,106,0.0,/,/
O=C(Cc1cccc(NC(=O)C2CCN(C(=O)CCc3ccccc3)CC2)c1)Nc1cccc(C(=O)N2CCCCC2)c1,-12,-0.3,-2,3,-5,-3,103,0.0,-4,-10
COc1ccc(-c2c(=O)n(OC)c3ccccc3[n+]2[O-])cc1OC,20,-0.7,2,0,-11,-22,133,-0.1,1,-15
NNC(=O)c1ccccc1OCCOc1ccccc1,-5,7.3,-1,-5,6,-3,90,-0.1,-3,-1
O=C(c1ccco1)N1CCN(C(=O)c2cn(-c3ccccc3)nc2-c2ccc(F)cc2)CC1,-10,0.8,-2,4,-4,-6,102,-0.3,19,4
COCCNC(=O)CSc1nc2ccccc2c2nc(C)nn12,2,0.3,0,4,/,/,99,-0.1,1,-9
Cc1cccc(N(CC(=O)Nc2ccccc2F)S(C)(=O)=O)c1,2,-0.4,0,-1,9,-3,97,0.0,2,-15
O=C1N[C@@H](Cc2ccccc2)C(=O)N2[C@H]1C[C@]1(Br)c3ccccc3N(S(=O)(=O)c3ccccc3)[C@H]21,-1,1.7,0,3,2,-12,99,-0.1,12,2
Cc1ccc(NC(=O)c2ccco2)c(NC(=O)Cc2cccs2)c1,2,0.2,3,7,-8,-6,94,0.0,1,-8
Fc1ccc(NC(=S)NC2CCN(Cc3ccccc3)CC2)cc1,2,-0.4,-1,-4,-6,-7,92,1.3,11,-8
CC(=O)Nc1ccc(NC(=O)CN(c2ccc(C(C)C)cc2)S(=O)(=O)c2ccccc2)cc1,-4,0.5,-3,-4,2,-4,101,1.1,8,1
Cc1ccc(C(=O)c2ccc(N3CCN(C)CC3)c([N+](=O)[O-])c2)cc1,-6,-2.3,-3,-7,-1,-6,87,-0.1,-1,-1
CCCCOc1ccc(C(=O)N/C(=C/C=C/c2ccccc2)C(=O)O)cc1,-5,0.4,2,3,9,3,90,-0.3,3,-12

# The list goes on:
SMILES,Cardio protect,MC4R barr agon,N-glyco inh,m5-HT2A agonist,Vif inh,CaV13 ICDI inh,ABCB6 inh MLPCN,aDG glyco up,MC4R antagonist,PDI inh
O=C(CN(Cc1ccccc1)S(=O)(=O)c1ccc(F)cc1)NCCC1=CCCCC1,-13,-0.1,-2,-7,5,-4,95,0.1,1,16
Cc1cc2nc(NC(=O)C3(C)CCN(C)C3)[nH]c2cc1C (stereo not drawn),10,-0.4,0,-2,-8,-7,98,0.2,3,-7
COc1ccc(C(=O)N2CCCC(C)(C(=O)NS(=O)(=O)C3CC3)C2)cc1 (stereo not drawn),3,1.2,3,0,-4,-10,101,0.0,7,-2
O=C(CCC(=O)Nc1nnc(C2CCCCC2)s1)Nc1ccccc1,2,0.3,0,-4,-2,-2,110,0.7,2,6
S=C(N/N=C/c1ccc(Cl)c(Cl)c1)Nc1ccccc1Cl,-10,9.3*,-1,-1,-6,-2,94,-0.2,-6,-9
O=C(O)c1ccc(C(=O)C(=O)c2ccccc2)cc1,1,2.1,0,-1,-1,3,103,0.4,-1,0
COc1ccc(OCc2nc(C#N)c(NCCCn3ccnc3)o2)cc1,-4,2.6,6,4,-7,-4,98,-0.2,14,1
O=C(CSc1ccc2nnc(-c3cccnc3)n2n1)N1CCOCC1,-6,0.9,1,-3,3,-6,97,0.0,6,9
Cc1nc2cc(NC(=O)N3CCN(c4ccccn4)CC3)ccc2o1,0,0.9,1,4,2,/,102,-0.1,2,1
C=CCn1c(SCc2nc3ccccc3c(=O)[nH]2)nc2ccccc2c1=O,12,-0.2,1,3,-5,/,94,-0.5,-8,2
N#Cc1ccccc1S(=O)(=O)N1CCC(C(=O)NCc2ccccc2CN2CCCC2)CC1,13,0.5,-3,7,-4,-5,98,-0.4,3,9
O=C(NCCCN1CCN(CCCNC(=O)c2ccccc2F)CC1)c1ccccc1F,8,1.0,0,1,-12,-6,98,-0.1,7,8
CC(C)Cc1nnc(NC(=O)CCC(=O)N2CCC(C)CC2)s1,-2,-1.2,3,2,-4,-5,106,-0.2,11,3
c1ccc(-c2cnc(-c3ccccc3)nn2)cc1,-9,-1.4,-14,2,13,-12,95,-0.1,-2,-7
COc1ccc(C(O)c2nc(-c3ccccc3OC)cs2)cc1 (stereo not drawn),-6,1.3,0,3,6,-6,95,-0.2,6,4
O=C(Nc1ccc(N2CCN(C(=O)c3ccco3)CC2)cc1)c1cccc(F)c1,2,-2.0,-4,-1,5,-3,96,0.3,2,-2

# Compounds shown so far that have a cyano group (three):
SMILES,Cardio protect,MC4R barr agon,N-glyco inh,m5-HT2A agonist,Vif inh,CaV13 ICDI inh,ABCB6 inh MLPCN,aDG glyco up,MC4R antagonist,PDI inh
CC1=C(C#N)CCC(=O)N1Cc1c(F)cccc1Cl,9,-0.4,-1,-1,2,-5,102,-0.2,4,4
COc1ccc(OCc2nc(C#N)c(NCCCn3ccnc3)o2)cc1,-4,2.6,6,4,-7,-4,98,-0.2,14,1
N#Cc1ccccc1S(=O)(=O)N1CCC(C(=O)NCc2ccccc2CN2CCCC2)CC1,13,0.5,-3,7,-4,-5,98,-0.4,3,9
